CHT PAM – CHT positive allosteric modulators, primary screen, cell-based, membrane potential dye, choline EC20; High affinity choline transporter 1 (Homo sapiens), Q9GZV3; B-score at 10 µM; hit rate 0.49% among 310,000; AID 488977, 2010; CHT-expressing cells; stronger effect = higher value; LV-AA mutant CHT in HEK293 cells;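 active means initial fluorescence not abnormally high and integrated response B-score, plate-corrected, over 3 SD above library mean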
Target sequence (Q9GZV3 whole entry, looked up): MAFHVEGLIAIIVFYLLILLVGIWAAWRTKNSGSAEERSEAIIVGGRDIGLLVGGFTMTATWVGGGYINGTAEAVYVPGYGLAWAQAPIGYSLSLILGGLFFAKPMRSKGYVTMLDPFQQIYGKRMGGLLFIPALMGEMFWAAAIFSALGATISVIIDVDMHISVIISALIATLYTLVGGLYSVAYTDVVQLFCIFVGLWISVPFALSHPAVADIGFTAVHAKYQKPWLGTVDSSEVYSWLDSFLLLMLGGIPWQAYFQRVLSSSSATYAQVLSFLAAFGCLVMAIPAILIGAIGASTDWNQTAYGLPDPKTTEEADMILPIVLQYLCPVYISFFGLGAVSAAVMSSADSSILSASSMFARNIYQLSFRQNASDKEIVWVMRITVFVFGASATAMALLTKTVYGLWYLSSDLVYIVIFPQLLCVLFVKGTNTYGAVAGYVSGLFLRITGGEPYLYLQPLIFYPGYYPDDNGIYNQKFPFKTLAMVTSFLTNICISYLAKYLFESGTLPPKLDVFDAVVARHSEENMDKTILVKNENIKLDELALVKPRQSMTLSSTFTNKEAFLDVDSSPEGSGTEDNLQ
CHT inh – inhibitors of human choline transporter CHT; hit rate 0.86% among 310,000; CHT-expressing cells, membrane potential dye, choline response; stronger effect = lower value; B-score at 10 µM;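 active means B-score over 3 SD under the library average, and starting fluorescence ratio not unusually high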;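 further: choline stimulus applied at its EC90 after an EC20 pre-addition; B-score computed on integrated fluorescence ratio after choline addition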
An asterisk follows results filed as active; i = inactive.

SMILES	CHT PAM	CHT inh
CC12CCC(C(=O)N(CC(=O)O)C1=O)C2(C)C (centres undefined)	i	i
O=C(/C=C/c1ccccc1Cl)N(c1ccccn1)C1CCCCC1	i	i
O=C(O/N=C1\CCS(=O)(=O)c2sccc21)c1ccccc1	i	i
CC(C)(C)OC(=O)NCCCC1=CC2=CC(=O)C(C)(OC(=O)c3ccco3)C(=O)C2=CO1 (centres undefined)	i	i
COc1ccc(C)cc1NC(=O)C(NC(=O)c1cc(OC)c(OC)c(OC)c1)C(C)C (centres undefined)	i	i
COc1ccc2nccc(/C=C/c3ccnc4ccc(OC)cc34)c2c1	i	i
COc1ccc(NC(=O)CCc2nc3ccccc3s2)c(OC)c1	i	i
Brc1ccc(-c2ncc3ccccn23)cc1	i	i
NC(=O)C1CCN(C(=O)c2ccc3c(=O)n(Cc4cccc(Br)c4)c(=S)[nH]c3c2)CC1	i	i
O=C(COc1ccc2ccccc2c1)Nc1cccnc1Cl	i	i
CC(=O)c1cccc(NC(=O)N2CCC(c3ccc(C)cc3)C2)c1 (centres undefined)	i	i
Cc1ccsc1C(=O)NNC(=O)CCN1CCN(c2ccccc2)CC1	i	i
COc1cccc(CN2CCNC(=O)C2CC(=O)NCCn2cccn2)c1OC (centres undefined)	i	i
O=C(CN(c1ccccc1)S(=O)(=O)c1ccccc1)NCCSc1ccccn1	i	i
Cc1nnc(NC(=O)c2cc3n(n2)C(C(F)(F)F)CC(C2CC2)N3)s1 (centres undefined)	i	i
COC(=O)c1scc2c(Oc3ccccc3)cc(C(F)(F)F)nc12	i	i
O=C(CCN1C(=O)c2ccccc2C1=O)NCc1ccco1	i	i
CC1=N/C(=C\c2ccc3c(c2)OCO3)C(=O)N1c1ccc(C(=O)O)cc1	i	i
Cc1ccccc1-c1nc(CN2CCC(C(=O)NC3CCN(Cc4ccccc4)CC3)CC2)c(C)o1	i	i
Cc1ccc(SCc2ccc(C(=O)N3CCCCC3)cc2)cc1	i	i
Cc1nn(Cc2ccccc2)c(C)c1NC(=O)c1ccc([N+](=O)[O-])cc1[N+](=O)[O-]	i	i
O=C(CCNC(=O)c1ccc(Br)cc1)Nc1cc(Cl)ccc1-n1cncn1	i	i
CCCC[C@H]1COCCS(=O)(=O)N1Cc1ccc(F)cc1	i	i
CC(C)Cn1c(=S)[nH]c2cc(Cl)ccc21	i	i
CCC(=O)c1ccc(OCC(=O)Nc2ccccc2C(=O)N2CCCCC2)cc1	i	i

Seven entries already listed, ordered by molecular weight, descending:
SMILES	CHT PAM	CHT inh
O=C(CCNC(=O)c1ccc(Br)cc1)Nc1cc(Cl)ccc1-n1cncn1	i	i
Cc1nn(Cc2ccccc2)c(C)c1NC(=O)c1ccc([N+](=O)[O-])cc1[N+](=O)[O-]	i	i
CCC(=O)c1ccc(OCC(=O)Nc2ccccc2C(=O)N2CCCCC2)cc1	i	i
COc1ccc(NC(=O)CCc2nc3ccccc3s2)c(OC)c1	i	i
O=C(/C=C/c1ccccc1Cl)N(c1ccccn1)C1CCCCC1	i	i
O=C(O/N=C1\CCS(=O)(=O)c2sccc21)c1ccccc1	i	i
CC12CCC(C(=O)N(CC(=O)O)C1=O)C2(C)C (centres undefined)	i	i

Following part.
SMILES	CHT PAM	CHT inh
COC(=O)C(C)Oc1ccc(Cl)c(CN2OCC(C)(C)C2=O)c1 (centres undefined)	i	i
Cc1nn(Cc2ccc(F)cc2)c(C)c1NC(=O)c1cnn2c1NC(c1ccccc1)CC2C(F)(F)F (centres undefined)	i	i
O=[N+]([O-])c1ccc(O)c(/C=N/n2c(CO)nc3ccccc32)c1	i	i
O=C(Nc1nc(-c2ccc(-c3ccccc3)cc2)cs1)c1cnccn1	i	i
COc1ccc(/C=C/CN2CCN(CC(C)C)C(CCO)C2)cc1 (centres undefined)	i	i
CC1CCCN(C(=O)c2cc(N3C(=O)C4C5CCC(C5)C4C3=O)ccc2Cl)C1 (centres undefined)	i	i
CCOC(=O)C1=C(C)NC(=O)NC1c1ccc(OC)c(Cl)c1 (centres undefined)	i	i
Nc1ccccc1SCC(=O)Nc1cccc2ccccc12	i	i
OCCNc1ccc(Cl)cc1	i	i
N#Cc1cccc(C#N)c1Oc1ccc(S(=O)(=O)Nc2ccccc2)cc1	i	i
CCCOc1ccc(C2C3=C(CCCC3=O)N(CC(=O)O)C3=C2C(=O)CCC3)cc1OCC	i	i
O=C(NCC(c1ccc(F)cc1)N1CCOCC1)c1cccnc1Sc1ccccc1Cl (centres undefined)	i	i
CCOC(=O)N1CCN(C(=O)Cn2nc(C)n3nc(-c4ccc(CC)cc4)cc3c2=O)CC1	i	i
CC(=O)Nc1nc(C)nc(-c2ccccc2OC(C)=O)n1	i	i
COc1ccccc1-n1c(N)cc(=O)nc1SCC(=O)Nc1cc(C)on1	i	i
O=C(CCn1c(=S)oc2ccccc21)Nc1cccc(F)c1	i	i
O=C(Nc1ccccc1F)c1cnccn1	i	i
Cc1cc(C(=O)CSCCCn2c(=O)[nH]c3ccccc32)c(C)n1C	i	i
Cn1c(/C(C#N)=C/c2ccncc2)nc2ccccc21	i	i
COc1cc(NC(=O)CN(c2ccc(C)cc2)S(=O)(=O)c2c(C)nn(C)c2C)cc(OC)c1	i	i
O=C(CSCc1c(Cl)cccc1Cl)Nc1ccc2c(c1)OCO2	i	i
COc1cccc(NC(=O)CN2C(=O)COc3ccc(C)cc32)c1	i	i
CCOc1ccccc1C(=O)N(C)Cc1cc2cc(OC)ccc2[nH]c1=O	i	i
CC1=C(C(=O)Nc2ccccc2)C(c2ccncc2)n2nnnc2N1 (centres undefined)	i	i
CC(C)(C)NS(=O)(=O)c1ccc(-c2csnn2)s1	i	i

Five entries picked at random from those above:
SMILES	CHT PAM	CHT inh
O=C(CSCc1c(Cl)cccc1Cl)Nc1ccc2c(c1)OCO2	i	i
O=C(Nc1nc(-c2ccc(-c3ccccc3)cc2)cs1)c1cnccn1	i	i
O=[N+]([O-])c1ccc(O)c(/C=N/n2c(CO)nc3ccccc32)c1	i	i
CCOc1ccccc1C(=O)N(C)Cc1cc2cc(OC)ccc2[nH]c1=O	i	i
CC1=C(C(=O)Nc2ccccc2)C(c2ccncc2)n2nnnc2N1 (centres undefined)	i	i

Following part.
SMILES	CHT PAM	CHT inh
O=C(NCC(=O)N1CCOCC1)c1ccc(Br)o1	i	i
CN(CCCCN1CCOCC1)Cc1nc(-c2ccc3c(c2)OCO3)no1	i	i
Cc1cccc(NC(=O)N2CCCc3ccccc32)c1C	i	i
CCOC(=O)c1c(C)[nH]c(C(=O)N2CCc3cc(OC)c(OC)cc3C2)c1C	i	i
CCN(CCCNC(=O)C1CCC(=O)N1C1CCCC1)c1cccc(C)c1 (centres undefined)	i	i
Cc1ccc(S(=O)(=O)NCCNC(=O)c2ccccc2)cc1	i	i
CCCCCC(=O)NC(=S)NNC(=O)CC	i	i
Cc1ccc2cc(CCNC(=O)C(C)(C)C)c(=O)[nH]c2c1	i	i
CN1CCCCC1=NCCCn1cnc2c1c(=O)n(C)c(=O)n2C	7.2*	i
COc1ccc(OCC(=O)Nc2ccc(OC)c(S(=O)(=O)N3CCCCC3)c2)cc1	i	i
CC1(CC(=O)N/N=C/c2cc([N+](=O)[O-])c(O)cc2O)OCCO1	i	i
Cc1ccc(C(=O)NCc2ccco2)cc1S(=O)(=O)N1CCCC1	i	i
OCc1nc2ccccc2n1CC(O)COc1ccccc1 (centres undefined)	i	i
CCCn1ncc(C(=O)N(C)C2CCCN(Cc3ccccc3F)C2)c1C (centres undefined)	i	i
Nc1nnc(CCN2C(=O)CSC2=O)s1	i	i
CCN1CCN(C(=O)C(C)Nc2cc(Cl)c(OC)cc2OC)CC1 (centres undefined)	i	i
C=CCn1c(COc2ccccc2F)nnc1SCC(=O)c1c[nH]c2ccccc12	i	i
O=C(NCc1nnc2c3ccccc3c(-c3ccccc3)nn12)c1ccc(Cl)cc1	i	i
O=C(CNC(=O)c1ccco1)NCC(=O)OC(C(=O)c1ccccc1)c1ccc(Cl)cc1 (centres undefined)	i	i
CCO[C@H]1OC(C(=O)NC2CC2)=C[C@@H](c2csc3ccccc23)[C@@H]1CCCO	i	i
Cc1ccnc(NC(=O)/C=C/c2cccs2)c1	i	i
Cc1ccc(O)c(NC(=O)c2cc(-c3cccs3)on2)c1	i	i
O=C(CSc1ccccc1)Nc1nnc(C2CC2)s1	i	i
COc1cccc(-c2nnn(CC(=O)N(CC(C)C)C3CCS(=O)(=O)C3)n2)c1 (centres undefined)	i	i
CCCCN1C(=O)NC(NC(=O)C2CC2)(C(F)(F)F)C1=O (centres undefined)	i	i
Continued.
SMILES	CHT PAM	CHT inh
COc1ccc(N(C(=O)c2ccc(S(=O)(=O)N3CCOCC3)cc2)C2C=CS(=O)(=O)C2)cc1 (centres undefined)	i	i
CCN(CC(=O)Nc1ccccc1C(F)(F)F)C(=O)c1cccc(N2C(=O)CCC2=O)c1	i	i
COc1cc(CCC(=O)OCC(=O)Nc2ccccc2OC(F)F)cc(OC)c1OC	i	i
O=C(Cc1ccc(Cl)cc1)Nc1ccc(NC(=O)c2cccs2)cc1	i	i
CCOc1cc(/C=C2\SC(=N)N(c3nonc3N)C2=O)ccc1OCC(N)=O	i	i
Cc1cc([N+](=O)[O-])c(NCCCCCCO)c([N+](=O)[O-])c1	i	-5.4*
COc1ccc(/C=N/NC(=O)c2cccc([N+](=O)[O-])c2)c2ccccc12	i	i
CC(=O)c1ccccc1NC(=O)CN1C(=O)CS/C1=C\c1nc(-c2ccc(C)cc2)cs1	i	i
O=c1cc(-c2ccccc2)[nH]c2ccccc12	i	i
Cc1cc(C)c(NC(=O)C2CC(=O)N(c3ccc4c(c3)OCCO4)C2)c(C)c1 (centres undefined)	i	i
C=CCn1c(=S)[nH]c2cc(C(=O)Nc3ccc(OC)c(OC)c3)ccc2c1=O	i	i
O=C(c1ccc(Cl)cc1)C(Cn1cncn1)C(Sc1ccccc1)c1ccccc1 (centres undefined)	i	i
NC(=O)C1CCN(C(=O)c2ccc3ccccc3c2)CC1	i	i
CO/N=C/CC(=O)c1cnc(-c2ccc(Cl)cc2)s1	i	i
Nc1ccc(S(=O)(=O)Nc2nccc(/C=C/c3ccc(Br)s3)n2)cc1	i	i
CSCCC(Nc1ncnc2ccc(Br)cc12)C(=O)O (centres undefined)	i	i
Cc1cc(F)ccc1S(=O)(=O)N1CCCOC1CNC(=O)C(=O)NCC(C)C (centres undefined)	i	i
Cc1ccccc1OCCNC(=O)CNC(=O)c1ccccc1O	i	i
CCOC(=O)N1CCN(CC(O)COc2ccc(C)c(C)c2)CC1 (centres undefined)	i	i
COc1cc(NC(=O)COn2nnc3ccc(S(C)(=O)=O)cc32)cc(OC)c1	i	i
CC(C)n1c(SC2CCOC2=O)nc2ccccc21 (centres undefined)	i	i
COc1cc(CC(NC(C)=O)C(=O)NC2CCN(C(=O)Nc3ccccc3C)CC2)cc(OC)c1 (centres undefined)	i	i
CCOc1ccccc1NC(=O)C1C2C=CC(C2)C1C(=O)O (centres undefined)	i	i
COc1ccc(CNC(=O)C2CCN(c3nc(-c4ccccc4)nc4c3CCC4)CC2)cc1	i	i
Cc1ccc(-n2nnnc2SCC(=O)NC(=O)Nc2ccc3c(c2)OCCO3)cc1	i	i
Next section:
SMILES	CHT PAM	CHT inh
CCOc1cc(/C=C2\C(=O)N(c3ccc(C(N)=O)cc3)N=C2C)ccc1OC(=O)c1cccs1	i	i
CCc1nnc(NC(=O)C2CCCN(c3nc(C)cc(C)n3)C2)s1 (centres undefined)	i	i
Cn1cc(C(=O)NC2CCCCC2)c(=O)c2cc(S(=O)(=O)N3CCCC3)ccc21	i	i
Cc1nc2ccc(C(=O)N3CCN(c4ccccc4)CC3)cc2s1	i	i
C=CC(=O)N=c1sc2ccccc2n1-c1ccccc1	i	-6.2*
CC(c1n[nH]c(=S)n1-c1ccccc1)N1CCCCC1 (centres undefined)	i	i
Cc1ccc(S(=O)(=O)Nc2ccccc2N2CCOCC2)cc1	i	i
COCCn1c(SCC(=O)Nc2cccc(S(N)(=O)=O)c2)nc2cc(Cl)ccc2c1=O	i	i
N#Cc1nc(-c2cccs2)oc1N1CCN(c2ccccc2)CC1	i	i
CC(C)Sc1nc(N2CCCC2)c2c(c1C#N)CC(C)(C)OC2	i	i
COc1ccccc1/C=N/NC(=O)c1sc(C)nc1C	i	i
Cc1ccc(S(=O)(=O)Nc2cccc3c2CCCC3)cc1	i	i
Cc1ccc(Nc2nnc(SCC(=O)c3ccc(Br)s3)s2)c(C)c1	i	i
CCn1nc(C)c(CN2CCc3c([nH]c4ccccc34)C2C(C)(C)C)c1C (centres undefined)	i	i
CCOc1ccc(C2C(C(=O)c3ccc(C)o3)=C(O)C(=O)N2c2nc(C)c(C(=O)OC)s2)cc1 (centres undefined)	i	i
COc1ccc(/C(C)=N/NC(=O)CNC(=O)c2cccs2)cc1OC	i	i
C=CCNc1nc(C)c(CNc2c(C)cc(C)cc2C)nc1C#N	i	i
CNS(=O)(=O)c1ccc(NC(=O)c2cncc(Br)c2)cc1	i	i
Nc1cccc(S(=O)(=O)Nc2ccccc2)c1	i	i
Cc1ccc2cccc(OCCCOc3ccccc3CO)c2n1	i	i
Cc1ccc2oc(-c3ccc(NC(=O)c4ccc5c(c4)OCO5)cc3)nc2c1	i	i
COc1ccc(-n2c(CNC(=O)c3cc(OC)c(OC)c(OC)c3)n[nH]c2=S)cc1	i	i
CCNC(=S)NNC(=O)c1csc2ccccc12	i	i
CC(=O)c1sc(NC(=O)COc2ccc(Cl)cc2C)nc1C	i	i

With a hit mark in CHT inh, of those listed so far:
mol	CHT inh
Cc1cc([N+](=O)[O-])c(NCCCCCCO)c([N+](=O)[O-])c1	-5.4*
C=CC(=O)N=c1sc2ccccc2n1-c1ccccc1	-6.2*

Screening results as filed in PubChem.
